# Screening results as filed in PubChem BioAssay.
# Kir21 inh: Kir2.1 (mouse) channel inhibition; P35561; HEK293-Kir2.1, FluxOR thallium flux fluorescence; hits give low values; B-score at 10 µM; hit rate 0.85% among 310,000; AID 1672;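 active = fluorescence ratio B-score at or below minus 3 SD of library scores, with starting-brightness B-score within 2 SD, cut at about -4.2 in these data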;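 note: channel flux triggered by added potassium and thallium sulfate stimulus; B-score of peak minus minimum fluorescence over baseline after thallium stimulus; more negative B-score means stronger Kir2.1 block with less thallium influx; some compounds called inactive have numbers as strong as hits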
# Target sequence (P35561 whole entry, looked up): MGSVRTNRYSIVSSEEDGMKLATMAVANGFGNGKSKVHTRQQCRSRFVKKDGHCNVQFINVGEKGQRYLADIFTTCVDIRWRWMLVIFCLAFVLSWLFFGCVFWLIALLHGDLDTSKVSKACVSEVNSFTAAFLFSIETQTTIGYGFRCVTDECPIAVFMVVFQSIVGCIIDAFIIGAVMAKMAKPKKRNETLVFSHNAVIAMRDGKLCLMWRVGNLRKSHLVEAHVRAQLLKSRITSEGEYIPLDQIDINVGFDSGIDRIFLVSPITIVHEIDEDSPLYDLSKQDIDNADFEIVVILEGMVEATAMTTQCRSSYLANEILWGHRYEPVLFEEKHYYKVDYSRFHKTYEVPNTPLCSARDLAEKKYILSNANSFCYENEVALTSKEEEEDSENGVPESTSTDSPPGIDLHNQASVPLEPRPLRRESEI
# KCNQ2 block: KCNQ2 potassium channel inhibitors, primary screen, cell-based, CHO-K1, FluxOR thallium flux, B-score (AID 2156); B-score at 10 µM; hit rate 1.1% among 310,000; 20 min; hits give low values; O88943;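 active = fluorescence ratio B-score at most minus 3 library SDs, with starting brightness B-score within 2 library SDs, cut at about -5.5 in these data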
# The depositor's hits bear a star; i = inactive.
SMILES,Kir21 inh,KCNQ2 block
COc1ccc(CCC(=O)Nc2cccc(S(=O)(=O)N(C)C)c2)cc1OC,-0.83,i
COc1ccccc1CNC(=O)COC(=O)c1c(C)nn(-c2ccccc2)c1Cl,0.39,i
COCCCNC(=O)c1cn(C)c(=O)c2c1c1ccccc1n2C,1.6,i
Cc1ccc2c(Cl)cc(Cl)c(OCC(=O)O)c2n1,-0.9,i
O=C(O)CC(CC(=O)N1CCN(C(=O)c2ccco2)CC1)c1ccccc1 (stereo unspecified),-0.42,i
COc1ccccc1NC(=O)NC1CCCCCCC1,0.2,i
CC(C)N1CC(COc2ccc(Cl)cc2Cl)OC1=O (stereo unspecified),-0.33,i
O=C(c1ccc(OC2CCN(CCc3ccccc3)CC2)cc1)N1CCCC(O)C1 (stereo unspecified),-0.32,i
Cc1c(OC(C)C(=O)NC2CC(C)(C)NC(C)(C)C2)ccc2c3c(c(=O)oc12)CCC3 (stereo unspecified),0.04,i
COC(=O)CCC(=O)OC1(C)C(=O)C=C2C=C(C3CC3)N(CCN3CCOCC3)C=C2C1=O (stereo unspecified),1.6,i
CC(C)c1cc(C(=O)N2CCN(C(c3ccccc3)c3ccccc3)CC2)no1,-0.63,i
N=c1n(CCN2CCOCC2)c2ccccc2n1CC(=O)c1ccc(Cl)c(Cl)c1,-0.47,i
CCN(C(=O)c1ccc2c(c1)OCO2)C1CCS(=O)(=O)C1 (stereo unspecified),1.3,i
CC(C)CN(C(=O)c1ccc(Br)o1)C1CCS(=O)(=O)C1 (stereo unspecified),-1.5,i
COc1cc(Nc2ccccc2Cl)c([N+](=O)[O-])nc1[N+](=O)[O-],2.5,i
Cc1cc(SCC(=O)c2ccccc2)n2ncc(-c3ccccc3)c2n1,-1.3,i
COc1cccc(OC)c1C(=O)Nc1ccc2nc(C)c(C)nc2c1,0.22,i
CCOc1ccc(NC(=O)CC2C(=O)N(CC)C(=S)N2NC(=O)c2ccncc2)cc1 (stereo unspecified),-1.1,i
Cc1ccc(N2C(=O)c3ccc(C(=O)N4CCN(c5cccc(C)c5C)CC4)cc3C2=O)cc1,0.38,i
CCc1ccc2[nH]c(=O)c(CN(CCN3CCOCC3)C(=O)Nc3ccccc3F)cc2c1,0.28,i
COc1ccc(OC)c(NC(=O)CCS(=O)(=O)c2cc3c(cc2C)NC(=O)CO3)c1,0.71,i
CCc1ccccc1S(=O)(=O)Cc1ccc(C(=O)N2CCN(c3ccccc3OC)CC2)o1,0.69,i
OCC1(CCc2ccccc2)CCN(Cc2ccc3nsnc3c2)CC1,0.46,i
O=C(O)c1ccc2c(c1)C(=O)N(Cc1ccccc1)C2=O,-1.9,i
COc1ccc(S(=O)(=O)Nc2ccc(S(=O)(=O)N(C)C)cc2)cc1[N+](=O)[O-],-0.55,i
COCC(C)NS(=O)(=O)c1ccc(NC(=O)C(Cc2ccccc2)NC(N)=O)cc1 (stereo unspecified),0.17,i
COC(=O)c1c(C)oc2ccc(N(C(=O)c3ccncc3)S(=O)(=O)c3ccccc3)cc12,-0.37,i
COc1ccc(/C=C/C(=O)NC(=S)NNC(=O)Cc2cccs2)cc1,-0.89,i
COC(=O)c1c(C)c[nH]c1C,-0.42,i
CCOC(=O)C1CCN(C(=O)N(C)C)CC1,1.2,i

# Six entries out of the list, sorted by count of non-hydrogen atoms, rising:
SMILES,Kir21 inh,KCNQ2 block
COC(=O)c1c(C)c[nH]c1C,-0.42,i
O=C(O)c1ccc2c(c1)C(=O)N(Cc1ccccc1)C2=O,-1.9,i
COc1ccc(S(=O)(=O)Nc2ccc(S(=O)(=O)N(C)C)cc2)cc1[N+](=O)[O-],-0.55,i
COc1ccc(OC)c(NC(=O)CCS(=O)(=O)c2cc3c(cc2C)NC(=O)CO3)c1,0.71,i
COC(=O)c1c(C)oc2ccc(N(C(=O)c3ccncc3)S(=O)(=O)c3ccccc3)cc12,-0.37,i
CCc1ccccc1S(=O)(=O)Cc1ccc(C(=O)N2CCN(c3ccccc3OC)CC2)o1,0.69,i

# Continued.
SMILES,Kir21 inh,KCNQ2 block
CNC(=O)CSCc1cnn(-c2ccccc2)c1-n1cccc1,-0.6,i
NC(=S)NNc1cc(Cl)cc(Cl)c1,-0.77,i
COC(=O)c1cc(C)nc(N)c1C#N,-2.4,i
CCN(CC)S(=O)(=O)c1ccc(F)c(C(=O)NCCCN2CCOCC2)c1,-0.13,i
CCCCCCCC(=O)NNC(=O)c1ccc([N+](=O)[O-])cc1,1.4,i
O=C(NCc1ccc2c(c1)OCO2)C1Cc2ccccc2CN1C(=O)c1ccco1 (stereo unspecified),-1.1,i
Oc1c(Br)cc(/C=N/NC(=S)NCc2ccco2)cc1Br,0.55,i
Cc1nc(Nc2ccccc2Br)c2nnn(Cc3ccccc3)c2n1,3.4,i
CCOc1ccccc1C(=O)NC(C(=O)Nc1cccc(S(N)(=O)=O)c1)C(C)C (stereo unspecified),-0.05,i
Cc1cc(NC(=O)CSc2ncn[nH]2)no1,-0.63,i
Cc1cc(NC(=O)c2ccc(S(=O)(=O)N3CCc4ccccc43)cc2)no1,-0.02,i
CC(C(=O)OCn1nnc2ccccc2c1=O)N1C(=O)c2ccccc2C1=O (stereo unspecified),-0.82,i
CCOc1ccc(N2C(=O)C3CC(C)=C(C)CC3C2=O)c([N+](=O)[O-])c1 (stereo unspecified),0.01,i
O=C1NC(c2ccccc2Cl)Nc2ccccc21 (stereo unspecified),0.46,i
Cc1cc(C)cc(SCc2noc(C(=O)NC(C)C)c2C(=O)O)c1,-0.04,i
Cc1nc(C)c(-c2ccc(SCC(=O)Nc3cccc(F)c3)nn2)s1,-0.57,i
COc1cccc(NC(=O)N2CCC(n3nnc4ccccc43)CC2)c1,0.96,i
O=C(NCc1ccccc1Cl)C1CCCN(c2ncnc3c2nc2n3CCCCC2)C1 (stereo unspecified),-0.74,i
O=C(Nc1ccc2c(c1)nc1n2CCN(Cc2ccccc2)C1)NC1CCCCC1,-0.11,i
CN1CCN(c2nc(-c3cccnc3)nc3ccccc23)CC1,1.5,i
O=C(/C=C/c1ccco1)Nc1cccc(S(=O)(=O)N2CCOCC2)c1,1.2,i
CC(=O)Nc1ccc(-c2cc(-c3ccc(NC(C)=O)cc3)nc(-c3ccc(NC(C)=O)cc3)n2)cc1,1.5,i
Cc1ccc(/C=C/C(=O)NC2CCCCCCC2)o1,-2.6,i
CCOC(=O)C1C(c2cc(OC)c(OC)c(OC)c2)NC(=S)NC1(O)C(F)(F)F (stereo unspecified),-0.12,i
CN1/C(=C\C(=O)C[n+]2cccc(Br)c2)C(C)(C)c2ccccc21,0.01,i
Nc1nonc1-n1nnc(C(=O)N/N=C/c2cc(Cl)ccc2O)c1CN1CCCCCC1,0.34,i
CCOC(=O)CNS(=O)(=O)c1cc(-c2n[nH]c(=O)c3ccccc23)ccc1C,0.68,i
O=C(Nc1cc(S(=O)(=O)N2CCOCC2)ccc1N1CCOCC1)c1cccc(S(=O)(=O)N2CCCCC2)c1,-0.08,i
COc1ccc(C(C(=O)NC2CCCC2)N(C(=O)c2snc(C(N)=O)c2N)c2ccccc2OC)cc1OC (stereo unspecified),0.21,i
CC1CC(C)CN(C(=O)c2cccc3c2-c2ccccc2C3=O)C1 (stereo unspecified),-0.49,i
CC1=C(C(=O)OCc2ccc3c(c2)OCO3)C(c2ccccc2OCc2ccccc2)NC(=O)N1 (stereo unspecified),-0.01,i
COc1ccc(-n2c(=O)cc(N3CCc4ccccc43)[nH]c2=O)cc1,-0.75,i
N#Cc1nc(Cl)c(Cl)c(NN)c1Cl,-1.4,i
CCOc1ccc(OCCNC2CCCC2)cc1,1.1,i
Cc1cccc(N(C)Cc2nnc(-c3cccc(Br)c3)o2)c1,0.95,i
CC(=O)Nc1ccc(NC(=O)CN(c2ccc(F)cc2)S(=O)(=O)c2ccc3c(c2)OCCO3)cc1,1.4,i
C/C(=N\Nc1ccccn1)c1cccs1,0.66,i
O=C(NNS(=O)(=O)c1ccc(F)cc1)C1CC(c2cccnc2)=NO1 (stereo unspecified),2.2,i
COc1ccc(NC(=O)C23CC4CC(C2)CC(n2cnc(Br)n2)(C4)C3)c(C)c1,0.06,i
Cc1ccc(-c2nc(CN3CCN(C(=O)C4CCCO4)CC3)cs2)cc1 (stereo unspecified),2.2,i
NC(=O)c1ccc(NS(=O)(=O)c2ccc3ccccc3c2)cc1,1.7,i
CC1CC(C)CN(CCCNC(=O)c2nn(C)c3c2CS(=O)(=O)c2ccccc2-3)C1 (stereo unspecified),-1.3,i
CCOC(=O)N1CCc2c(sc(NC(C)=O)c2C(N)=O)C1,2.3,i
NC(=O)C1CCN(S(=O)(=O)c2cc3c4c(c2)CCN4C(=O)CC3)CC1,0.39,i
COc1ccc(CN(C)C(C)C(=O)Nc2cccc3ccccc23)cc1 (stereo unspecified),-0.06,i
COC(=O)c1ccc(/C=C/c2c(-c3ccc(OC)cc3)oc3ccc(N4CCOCC4)cc23)cc1,0.3,i
O=S(=O)(Nc1cc(Sc2cccc3cccnc23)c(O)c2ccccc12)c1ccccc1,-1.1,i
CC(CCN(C)C)OC(=O)c1ccc(C(C)c2ccccc2)o1 (stereo unspecified),-0.13,i
Cc1ccc(/C=N\NC(=O)Cn2nnc3ccccc32)o1,-0.1,i
N#CCSc1nnc(C2CCCCC2)n1Cc1ccccc1,0.45,i
CCN(C(=O)c1ccc2c(Cl)c3c(nc2c1)CCC3)c1ccc(C)c(C)c1,0.52,i
CC(C)C(=O)N(c1cc2sc(=O)oc2c2ccccc12)S(=O)(=O)c1cccs1,0.25,i
CCC(=O)N1CCN(c2nc(-c3ccccc3)c3c(c2C#N)CCCC3)CC1,0.43,i
CCN(Cc1cnn(C)c1)C(=O)c1cc(COc2ccc(F)cc2F)on1,0.35,i
CC(=O)NCCNc1ccc([N+](=O)[O-])cn1,2.4,i
CC(=O)c1cccc(NC(=S)NC(=O)Cc2ccc(Cl)cc2)c1,1.8,i
Cc1cc(NC(=O)c2ccc(S(=O)(=O)N(C)CC3CCCO3)cc2)no1 (stereo unspecified),0.11,i
Cc1cccc(/C=N/NC(=O)c2cc(Br)ccc2O)n1,1.4,i
O=C1CCC(=O)N1c1ccc(NCCc2ccccc2F)c([N+](=O)[O-])c1,1.2,i
O=C(NCCc1ccc(Cl)cc1)c1ccc2c(c1)OCCO2,1.1,i

# Continued, starting with the last five of the part before.
SMILES,Kir21 inh,KCNQ2 block
CC(=O)c1cccc(NC(=S)NC(=O)Cc2ccc(Cl)cc2)c1,1.8,i
Cc1cc(NC(=O)c2ccc(S(=O)(=O)N(C)CC3CCCO3)cc2)no1 (stereo unspecified),0.11,i
Cc1cccc(/C=N/NC(=O)c2cc(Br)ccc2O)n1,1.4,i
O=C1CCC(=O)N1c1ccc(NCCc2ccccc2F)c([N+](=O)[O-])c1,1.2,i
O=C(NCCc1ccc(Cl)cc1)c1ccc2c(c1)OCCO2,1.1,i
Cc1ccc(SCC(=O)OC(C)C(=O)NCc2ccccc2)cc1C (stereo unspecified),-0.7,i
c1ccc2c(c1)OCCOCCOc1ccccc1OCCOCCO2,-2.4,i
CN1CCC(OC(=O)c2ccco2)CC1,2.2,i
COc1ccc(-c2nnn(CC(=O)N(CC(=O)NCCC(C)C)Cc3cccs3)n2)cc1OC,0.88,i
Cn1c(=O)c2c(SCC(=O)NCc3ccco3)nc(CC(C)(C)C)nc2n(C)c1=O,-0.62,i
COc1ccc(-c2nnc3n2-c2ccccc2SC3)cc1OC,-1.3,i
CC(=O)NNS(=O)(=O)c1scc(S(=O)(=O)c2ccc(Cl)cc2)c1C,-0.87,i
CC1N(C(=O)N2CCOCC2)CCN1S(=O)(=O)c1cccc(C(F)(F)F)c1 (stereo unspecified),0.26,i
Cc1cc(=O)[nH]c(N/N=C/c2c(F)c(F)c(F)c(F)c2F)n1,0.21,i
Cc1ccc(-c2noc(CSc3nnnn3-c3ccccc3)n2)cc1,-1.2,i
Nn1c(Cc2cccc3ccccc23)nnc1SCCOc1ccc(F)cc1,-0.4,i
O=C(NCC1CCCN(C(=O)NCc2ccccc2)C1)c1ccc2c(c1)OCO2 (stereo unspecified),-0.16,i
COc1ccc(-c2ccc(SCC(=O)N3CCN(c4ccccc4)CC3)nn2)cc1,-0.54,i
CC(C)(C)C(=O)C[n+]1ccc(C(N)=O)cc1,0.87,i
O=C1NC(=O)/C(=C/c2ccc(-c3cccc([N+](=O)[O-])c3)o2)S1,0.01,i
CCOc1cc(/C=C2/NC(=O)NC2=O)cc([N+](=O)[O-])c1O,0.11,i
COc1ccc(CNC(=O)CN(C(=O)c2snc(C(N)=O)c2N)c2ccccc2F)cc1,-0.4,i
CC1CCCC(NC(=O)c2ccc3c(c2)NC(=O)CS3)C1C (stereo unspecified),-0.84,i
Nc1nc(-c2ccc(Cl)cc2)nc(-c2ccc(Cl)cc2)n1,-0.28,i
O=C(O)CC(NCc1ccco1)C(=O)OCCc1ccccc1 (stereo unspecified),-0.02,i
Cc1cc(C)c(N2C(=NC(=O)CCCC(=O)O)SC3CS(=O)(=O)CC32)c(C)c1 (stereo unspecified),1,i
COc1ccc(Cl)cc1/C=C1/C(=O)ON=C1C,1.6,i
COc1ccc(CN2CCc3ccccc3C2)cc1Br,-3,i
Cc1cc(C)cc(NC(=O)Nc2ccc(Cl)cn2)c1,-0.57,i
CCn1c(C(C)NC(=O)c2cccs2)n[nH]c1=S (stereo unspecified),0.01,i
COc1ccc(Cl)cc1-c1nc(SCC(=O)NC(C)C)n[nH]1,-0.09,i
NC(=O)C1Cc2ccccc2CN1C(=O)c1cccc(Oc2ccccc2)c1 (stereo unspecified),-2.6,i
Cc1sc(/N=C/c2ccccc2O)c(C#N)c1C,1.5,i
